Pf apPOL inh: Pf-apPOL DNA polymerase inhibition; Recombinant Pf-apPOL, molecular beacon fluorescence, 1.5 h; inhibition, % at 10 µM; 210,000 compounds, 0.25% hits; AID 1794808
mHTT CaM bind: mHTT-calmodulin interaction abrogation | AlphaScreen His-mHTT/GST-CaM binding, luminescence | 190,000 compounds, 3.6% hits | P42858 | inhibition, % at 15 µM | AID 1671202;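 further: 0% = both proteins with DMSO and 100% = one protein alone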
Active calls of the source: *; & = joins results of further samples. No stated cut-off is given here; in the data, active means inhibition above about 50%; inactive means the rest. This is a random part of the collection; overall some 3.5% were active at least once.

How did N=c1c(C(=O)NCCc2ccccc2)cc2c(=O)n3ccccc3nc2n1C1CCCC1 do in these assays?
Pf apPOL inh: 5.1; mHTT CaM bind: -2.0

Results for Cc1ccc(NC(=O)CN2C(=O)C(c3ccc(C(C)(C)C)cc3)=NC2(C)C)cc1C ?
Pf apPOL inh: -4.5; mHTT CaM bind: -5.4

Results for CC(=NOc1nc(-c2ccccc2)ns1)c1cccs1 ?
Pf apPOL inh: -1.3

How did Cc1ccccc1CNC(=O)C1CCCN(C(=O)c2ccccc2F)C1 (centres undefined) do in these assays?
Pf apPOL inh: -2.5; mHTT CaM bind: 22.1

Results for Cc1cc(NS(=O)(=O)c2ccccc2[N+](=O)[O-])ccc1Br ?
Pf apPOL inh: -4.0; mHTT CaM bind: 13.4

What do the screens show for `Cc1oc(C(C)(C)C)cc1C(=O)NCCNc1c(Cl)cccc1[N+](=O)[O-]`?
Pf apPOL inh: 1.7; mHTT CaM bind: 32.0

How did COCCn1cc2c3c(cccc31)CN(C(=O)Nc1ccccc1C)CC2 do in these assays?
Pf apPOL inh: -4.2; mHTT CaM bind: 8.1

Results for O=C(c1cc(F)cc(F)c1)N1CCC(CCOCc2cccc(F)c2)CC1 ?
Pf apPOL inh: 3.4; mHTT CaM bind: -22.0

What do the screens show for `OC(CC#CN1CCCCC1)(c1ccccc1)C1CCCC1` (centres undefined)?
Pf apPOL inh: 3.3&-7.1; mHTT CaM bind: 0.0&-1.1

Results for CN1CCN(CCCNC(=O)c2cc3c(=O)oc4ccccc4c3s2)CC1 ?
Pf apPOL inh: -2.4; mHTT CaM bind: 5.0

What do the screens show for `CC(=O)Nc1ccc(SCCCC(=O)N2CCc3ccccc32)nn1`?
Pf apPOL inh: -4.8; mHTT CaM bind: -13.1

How did Cc1ccc(-c2nnc(N3CCC(C(=O)NC4CCCC4)CC3)o2)cc1 do in these assays?
Pf apPOL inh: -6.4; mHTT CaM bind: -0.1

Results for COc1ccc(NC(=O)C2CC(=O)N(c3ccccc3C)C2)cc1 (centres undefined) ?
Pf apPOL inh: -9.3; mHTT CaM bind: 0.7

How did Cc1ccc(C)c(N2C=C(C#N)S(=O)(=O)c3ccccc32)c1 do in these assays?
Pf apPOL inh: -2.0; mHTT CaM bind: 3.9

Results for Cn1cccc1/C=c1/sc2n(c1=O)C(N)=C(C#N)C(c1cccn1C)C=2C#N (centres undefined) ?
mHTT CaM bind: 5.8

How did O=C(CSc1ccccc1)Nc1nnc(-c2cccs2)s1 do in these assays?
Pf apPOL inh: -0.4; mHTT CaM bind: 1.9

What do the screens show for `O=C(NC1CC2CC1N(C(=O)c1ccc(C(F)(F)F)cc1)C2)c1cccnc1` (centres undefined)?
Pf apPOL inh: -0.8; mHTT CaM bind: -0.5

Results for O=C(Cc1nnc(-c2ccccc2)o1)N1CCSCC1 ?
Pf apPOL inh: 3.2; mHTT CaM bind: -7.5

Results for CCOc1nccnc1N1CCC(NC(=O)c2ccc3[nH]ccc3c2)C1 (centres undefined) ?
Pf apPOL inh: -2.5; mHTT CaM bind: 18.6

Results for NCCCN1CCCCCC1=O ?
Pf apPOL inh: -9.5; mHTT CaM bind: -7.6

How did CC1(C)SC2(C(=O)c3ccccc3C2=O)N2C(=O)C3N(C(=O)C21)C1(SC3(C)C)C(=O)c2ccccc2C1=O (centres undefined) do in these assays?
Pf apPOL inh: 2.3

What do the screens show for `CCc1nnc(NC(=O)CSc2nc(=O)cc(N)n2-c2ccccc2)s1`?
Pf apPOL inh: -2.8; mHTT CaM bind: 1.0

Results for O=C(c1ccccc1)N1CCN(c2cc(Oc3ccc(F)c(F)c3)ncn2)CC1 ?
Pf apPOL inh: -6.0; mHTT CaM bind: 2.0

Results for CCC(=O)Nc1ccc(C(=O)Nc2cc(Cl)ccc2O)cc1 ?
Pf apPOL inh: -0.1; mHTT CaM bind: 1.4

Results for COc1ccc(Cl)cc1NC(=O)C(Cc1ccccc1)NS(=O)(=O)c1cccs1 (centres undefined) ?
Pf apPOL inh: -2.7; mHTT CaM bind: 1.0

How did COc1ccc(C(O)=C2C(=O)C(=O)N(CCCO)C2c2ccc(Br)cc2)cc1 (centres undefined) do in these assays?
Pf apPOL inh: -4.4; mHTT CaM bind: 21.5

What do the screens show for `COc1ccc(Nc2nc(NCCN3CCOCC3)nc(N)c2[N+](=O)[O-])cc1`?
Pf apPOL inh: -6.6; mHTT CaM bind: -18.0

What do the screens show for `COc1ccccc1C1NC(C(=O)O)CS1` (centres undefined)?
Pf apPOL inh: -0.7; mHTT CaM bind: 1.3

Results for O=C(C1CC1)N1CCC(O)(c2ccccc2)C(N2CCCC2)C1 (centres undefined) ?
Pf apPOL inh: -10.6; mHTT CaM bind: 13.7

How did CC1=C(C)CS(=Nc2ccccc2)N(S(=O)(=O)c2ccccc2)C1 (centres undefined) do in these assays?
Pf apPOL inh: 2.6; mHTT CaM bind: 0.0

Results for COc1ccccc1-c1cn[nH]c1-c1ccc(OCC=C(C)C)cc1O ?
Pf apPOL inh: -3.4; mHTT CaM bind: 67.7*

How did Cc1ccc(NC(=O)C23CC4CC(CC(C4)C2)C3)cc1[N+](=O)[O-] do in these assays?
Pf apPOL inh: 2.4&1.8; mHTT CaM bind: 7.4&4.9

What do the screens show for `O=S(=O)(c1ccc(F)c(F)c1)N1CCc2nc(-c3ccccc3)ncc2C1`?
Pf apPOL inh: -0.8; mHTT CaM bind: -2.0

Results for COc1ccc(-c2nc3c(c(=O)[nH]2)CCN(C(=O)c2cc(OC)cc(OC)c2)C3)cc1 ?
Pf apPOL inh: -0.2; mHTT CaM bind: -4.4

What do the screens show for `Cc1ccnc(Nc2nc(CC(=O)Nc3nnc(C)s3)cs2)c1`?
Pf apPOL inh: 22.3; mHTT CaM bind: 56.5*

How did CCN(CCN(C)C)Cc1ccc(NC(C)=O)cc1 do in these assays?
Pf apPOL inh: 1.6; mHTT CaM bind: -2.9

Results for O=C(O)Cc1ccc2c(c1)[nH]c1ccccc12 ?
Pf apPOL inh: -14.2; mHTT CaM bind: -5.5

How did Cc1cc(C2CCCN2C(=O)Nc2ccc3c(c2)OCO3)no1 (centres undefined) do in these assays?
Pf apPOL inh: -1.8; mHTT CaM bind: 0.8

What do the screens show for `Cc1ccc(C(=O)O)cc1S(=O)(=O)N1CCCCC1`?
Pf apPOL inh: 2.6; mHTT CaM bind: -6.2

Results for COc1cc(OC)c(NC(=O)COc2ccccc2OC)cc1Cl ?
Pf apPOL inh: 3.7; mHTT CaM bind: -2.9

3 structures out of the list, arranged by molar mass, low to high.
Results for O=C(O)Cc1ccc2c(c1)[nH]c1ccccc12 ?
Pf apPOL inh: -14.2; mHTT CaM bind: -5.5

How did Cc1ccc(NC(=O)C23CC4CC(CC(C4)C2)C3)cc1[N+](=O)[O-] do in these assays?
Pf apPOL inh: 2.4&1.8; mHTT CaM bind: 7.4&4.9

What do the screens show for `O=S(=O)(c1ccc(F)c(F)c1)N1CCc2nc(-c3ccccc3)ncc2C1`?
Pf apPOL inh: -0.8; mHTT CaM bind: -2.0

Other compounds
Results for O=c1c2c(ncn2Cc2ccccc2)n(-c2ccccc2)c(=O)n1C1CCCC1 ?
Pf apPOL inh: -0.6; mHTT CaM bind: 21.8

What do the screens show for `O=C(Nc1ccc(N2CCCN(C(=O)c3ccccc3F)CC2)nc1)c1ccccc1`?
Pf apPOL inh: -11.0; mHTT CaM bind: 4.8

What do the screens show for `COc1ccc(-c2coc3cc(OCC(N)=O)ccc3c2=O)cc1OC`?
Pf apPOL inh: -8.5; mHTT CaM bind: 1.4

How did Cc1ccc(NCCNS(=O)(=O)c2cccs2)nn1 do in these assays?
Pf apPOL inh: -6.6; mHTT CaM bind: 7.0

Results for Cc1ccc(CSc2nc3c(c(=O)n2-c2ccc(F)cc2)SCC3)cc1 ?
Pf apPOL inh: 2.3; mHTT CaM bind: 3.0

How did O=C(CCc1csc(NC(=O)NC2CCCCC2)n1)NCc1ccc2c(c1)OCO2 do in these assays?
Pf apPOL inh: -9.4; mHTT CaM bind: -12.1

What do the screens show for `Cc1ccccc1C(=O)Nc1cccn2nc(C3CC3)nc12`?
Pf apPOL inh: -23.5; mHTT CaM bind: 16.8

What do the screens show for `O=[N+]([O-])c1ccc(C2CNC(c3ccccc3)O2)cc1` (centres undefined)?
Pf apPOL inh: 0.3; mHTT CaM bind: -2.0

What do the screens show for `Cn1c(N2CCCC(C(=O)NC3CCN(Cc4ccccc4)CC3)C2)cc(=O)n(C)c1=O` (centres undefined)?
Pf apPOL inh: -3.7; mHTT CaM bind: 3.8

How did Cn1c(=O)n(C)c2cc(S(=O)(=O)NC3CCCC3)ccc21 do in these assays?
Pf apPOL inh: 1.4; mHTT CaM bind: -1.0

What do the screens show for `CCOc1ccccc1C=C1Oc2cc(OCC(=O)OC(C)(C)C)ccc2C1=O`?
Pf apPOL inh: -6.8; mHTT CaM bind: -4.4

Results for Cc1nc(=O)c(-c2ccccc2)c(C)n1CC1CCCO1 (centres undefined) ?
Pf apPOL inh: -4.2&-2.7; mHTT CaM bind: 3.0&-5.1

Results for CCOc1ccc(CC(=O)Nc2ccc(Br)cc2)cc1OCC ?
Pf apPOL inh: 1.8; mHTT CaM bind: 18.0

What do the screens show for `CCc1onc(C)c1C1CCCN1Cc1ccc(OC)cc1` (centres undefined)?
Pf apPOL inh: 0.0; mHTT CaM bind: -21.7

How did Cc1ccc(C)c(OCC(=O)Nc2ccccc2-c2ccccc2)c1 do in these assays?
Pf apPOL inh: -20.9; mHTT CaM bind: -14.5

What do the screens show for `Cc1ccc(C2CN(C(=O)c3ccc(Cl)cc3)CC2C(=O)N2CCCC2)cc1` (centres undefined)?
Pf apPOL inh: -2.5; mHTT CaM bind: 23.1

Results for Cn1c2ccccc2c2nnc(SCC(=O)Nc3ccccc3C#N)nc21 ?
Pf apPOL inh: -5.0; mHTT CaM bind: 14.0

What do the screens show for `CCc1nc(-n2cccc2)sc1C(=O)NCCc1ccc(S(N)(=O)=O)cc1`?
Pf apPOL inh: -8.3; mHTT CaM bind: -5.1

How did O=C(Nc1cc(-c2ccsc2)no1)c1cccc(F)c1 do in these assays?
Pf apPOL inh: 3.9; mHTT CaM bind: -0.5

How did COc1ccccc1NS(=O)(=O)c1ccc(I)cc1 do in these assays?
Pf apPOL inh: 2.8; mHTT CaM bind: -13.4

How did CC(=O)C1=C(O)c2cc(Cl)c(Cl)cc2C1=O do in these assays?
Pf apPOL inh: -8.3

How did Cc1nc(-c2ccc(Sc3ccc(Cl)cc3)c([N+](=O)[O-])c2)cs1 do in these assays?
Pf apPOL inh: -8.4

What do the screens show for `CCOc1ccc(-n2nnnc2CNS(=O)(=O)c2cccc(C(F)(F)F)c2)cc1`?
Pf apPOL inh: -7.6; mHTT CaM bind: -9.8

What do the screens show for `O=C(O)c1cc(-c2cccs2)nc2ccccc12`?
Pf apPOL inh: -1.8; mHTT CaM bind: 2.8

What do the screens show for `Cc1nc(C(=O)N2CCOCC2)c(C)n1C1CCN(S(C)(=O)=O)CC1`?
Pf apPOL inh: -8.9; mHTT CaM bind: -0.2

What do the screens show for `O=S(=O)(Cc1c(F)cccc1Cl)N1CCc2nc[nH]c2C1`?
Pf apPOL inh: -1.5; mHTT CaM bind: -6.2

Results for c1ccc(CSc2nc3ccccc3n3nnnc23)cc1 ?
Pf apPOL inh: -0.8; mHTT CaM bind: -4.9

Results for COc1cc(OC)c(C2C3=C(CCCC3=O)Nc3ncnn32)cc1OC (centres undefined) ?
Pf apPOL inh: -0.8; mHTT CaM bind: 0.0

What do the screens show for `CC(C)NC(=O)c1cc(C(C)(C)C)nn1Cc1ccc(Cl)cc1Cl`?
Pf apPOL inh: -6.7

Results for Cc1nc(C(C)C)c(Cc2ccc(F)cc2)c(N2CCN(C(=O)C3CCC3)CC2)n1 ?
Pf apPOL inh: -3.5; mHTT CaM bind: 18.7

How did COc1ccc(-c2c(C)c3ccc(OCC(=O)OC(C)C)cc3oc2=O)cc1 do in these assays?
Pf apPOL inh: -12.8; mHTT CaM bind: -43.0

How did N#C/C(=C\Nc1cccc(C(F)(F)F)c1)c1nc(-c2cc3ccccc3oc2=O)cs1 do in these assays?
Pf apPOL inh: -9.0; mHTT CaM bind: -2.0

How did COc1ccc2nc(C(=O)NC(C)c3ccc(F)cc3)cn2n1 (centres undefined) do in these assays?
Pf apPOL inh: -4.3; mHTT CaM bind: 1.8

What do the screens show for `O=C(c1cccs1)n1nccc1C=Cc1c(Cl)cccc1Cl`?
Pf apPOL inh: -8.1

How did CCOc1ccc(/C=C2\SC(=O)N(CN3CCCCC3)C2=O)cc1OC do in these assays?
Pf apPOL inh: -6.0; mHTT CaM bind: 0.0

Results for CNc1nccc(N2CCC(CC(=O)NCCCN3CCOCC3)CC2)n1 ?
Pf apPOL inh: -5.5; mHTT CaM bind: -2.3

Results for CC(C)Oc1ccccc1-c1nc(C(=O)N2CCOCC2)cs1 ?
Pf apPOL inh: -8.5; mHTT CaM bind: -2.3

Results for Cc1ccc2[nH]cc(CCN3CC(C(=O)Nc4ccccc4)CC3=O)c2c1 (centres undefined) ?
Pf apPOL inh: -1.8; mHTT CaM bind: 47.2

How did Fc1ccc(-c2nc(-c3ccc4nncn4c3)no2)c(Cl)c1 do in these assays?
Pf apPOL inh: -5.0; mHTT CaM bind: 0.2

Structures above that have a thiophene ring, fused or not, in the order listed:
Results for CC(=NOc1nc(-c2ccccc2)ns1)c1cccs1 ?
Pf apPOL inh: -1.3

Results for CN1CCN(CCCNC(=O)c2cc3c(=O)oc4ccccc4c3s2)CC1 ?
Pf apPOL inh: -2.4; mHTT CaM bind: 5.0

How did O=C(CSc1ccccc1)Nc1nnc(-c2cccs2)s1 do in these assays?
Pf apPOL inh: -0.4; mHTT CaM bind: 1.9

Results for COc1ccc(Cl)cc1NC(=O)C(Cc1ccccc1)NS(=O)(=O)c1cccs1 (centres undefined) ?
Pf apPOL inh: -2.7; mHTT CaM bind: 1.0

How did Cc1ccc(NCCNS(=O)(=O)c2cccs2)nn1 do in these assays?
Pf apPOL inh: -6.6; mHTT CaM bind: 7.0

How did O=C(Nc1cc(-c2ccsc2)no1)c1cccc(F)c1 do in these assays?
Pf apPOL inh: 3.9; mHTT CaM bind: -0.5

What do the screens show for `O=C(O)c1cc(-c2cccs2)nc2ccccc12`?
Pf apPOL inh: -1.8; mHTT CaM bind: 2.8

What do the screens show for `O=C(c1cccs1)n1nccc1C=Cc1c(Cl)cccc1Cl`?
Pf apPOL inh: -8.1

High-throughput results from PubChem BioAssay.
